# KLK7 zymogen act: proKLK7 (human) activation, primary screen. P49862. purified proKLK7, EDANS-DABCYL substrate fluorescence; 100% is mature enzyme control, 0% vehicle. activation, % at 7 µM. AID 652039. 370,000 compounds, 0.9% hits;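 active = activation above the mean of all tested compounds plus 3 SD, computed per campaign excluding outliers beyond control limits, cut at about 13% in these data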
# ASAP1 GAP inh: inhibitors of human ASAP1 ArfGAP activity | ASAP1-stimulated ARF1 GTP hydrolysis, GDP FP detection | Q9ULH1 | inhibition, % at 16.5 µM | AID 624377 | 360,000 compounds, 0.19% hits; in the data active = inhibition above about 25%;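 note: 0% = vehicle with enzyme and substrate and 100% = no enzyme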
# UHRF1 binding: UHRF1 methyl-DNA binding inhibition; inhibition, % at 4.4 µM; Q96T88; UHRF1 binding to methylated oligo, TR-FRET; 370,000 compounds, 0.75% hits; in the data active = inhibition above about 21%;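 note: UHRF1 SRA domain binding a hemimethylated CpG hairpin DNA probe; 0% = median of test compound wells and 100% = reference inhibitor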
# DDE Tn7 FP inh: DD(E)-Tn7 binding inhibition, primary FP screen; P02675; FP displacement of FITC-Tn7 peptide from fibrin DD(E); 0% = median of compound wells per plate; inhibition, % at 8.3 µM; 370,000 compounds, 0.13% hits;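 active = inhibition above the mean of compounds falling within the control limits plus 3 SD of them, cut at about 14% in these data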;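 note: 0% = plate median of compound wells and 100% = 10 µM Aha-Tn7 peptide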
#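 System: human fibrin DD(E); quantity: Fibrin-DD(E) at 2 µM final; also added: fluorescent Tn7 probe at 0.1 µM; compound dosing: single nominal test concentration of 8.3 µM per compound; schedule: 10 min preincubation, 3 h with tracer, room temperature; detection: fluorescence polarization of the labelled Tn7 tracer; repeats: one replicate per compound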
# PLCb3 inh: PLC-beta3 (human) inhibition, primary screen; Q01970; Purified PLC-beta3, fluorogenic substrate, fluorescence; inhibition, % at 12.2 µM; 370,000 compounds, 0.18% hits; AID 720704; in the data active = inhibition above about 11%;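 note: 0% = median of compound wells on plate and 100% = full blocker control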
# MBD2 inh: blocks human MBD2 binding to methylated DNA; Q9UBB5; TR-FRET, MBD2 binding to methylated oligonucleotide; inhibition, % at 4.4 µM; 370,000 compounds, 0.31% hits; AID 686964; in the data active = inhibition above about 13%
# Target sequence (Q9UBB5 whole entry, looked up): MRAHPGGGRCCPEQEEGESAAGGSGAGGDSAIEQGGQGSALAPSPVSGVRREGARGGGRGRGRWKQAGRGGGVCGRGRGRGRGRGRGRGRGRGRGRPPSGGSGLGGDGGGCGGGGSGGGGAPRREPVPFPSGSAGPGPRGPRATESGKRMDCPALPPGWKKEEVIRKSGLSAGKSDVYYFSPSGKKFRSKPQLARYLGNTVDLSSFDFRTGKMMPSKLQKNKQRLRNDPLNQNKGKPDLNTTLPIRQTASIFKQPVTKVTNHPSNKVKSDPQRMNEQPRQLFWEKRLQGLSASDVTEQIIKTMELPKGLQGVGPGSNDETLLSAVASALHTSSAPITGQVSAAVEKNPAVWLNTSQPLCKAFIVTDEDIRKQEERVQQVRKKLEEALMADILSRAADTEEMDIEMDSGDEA
# PLCg1 inh: inhibitors of human phospholipase C gamma1. AID 720700. purified PLC-gamma1, fluorogenic substrate, fluorescence. inhibition, % at 12.2 µM. 370,000 compounds, 0.84% hits; in the data active = inhibition above about 9.5%
# ARFGAP1 inhibitor: rat ARFGAP1 inhibition; AID 651572; inhibition, % at 16.5 µM; Arfgap1-stimulated ARF1 GTP hydrolysis, GDP FP detection; 360,000 compounds, 0.26% hits;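 active = inhibition above a per-plate limit, mean inhibition of low control wells plus 3 SD, cut at about 25% in these data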;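 note: 0% = DMSO wells with enzyme and 100% = wells lacking Arfgap1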
#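 Material: rat Arfgap1 catalytic domain, aa 1-136; also added: human ARF1(Δ1-17)-GTP substrate; compound dosing: one concentration, 16.5 µM, DMSO 1.26%; incubation: GTP hydrolysis reaction 2 h at 25 °C; measured by: Tracer-displacement fluorescence polarization with EDTA stop, 620/688 nm; evaluation: % inhibition from polarization; repeats: one replicate per compound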
# Tn6 DDE FP: inhibitors of Tn6 peptide binding to human fibrin DD(E) | Fibrin DD(E) TRITC-Tn6 fluorescence polarization displacement | inhibition, % at 8.3 µM | P02675 | 370,000 compounds, 0.21% hits;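 active = inhibition above a per-campaign cutoff: mean of compounds within control limits plus 3 SD, cut at about 15% in these data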;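 note: 0% = median of all compound wells on the plate and 100% = blocking peptide control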
# ADAM17 inh: inhibitors of human ADAM17; AID 720648; inhibition, % at 6.95 µM; 370,000 compounds, 0.83% hits; P78536; recombinant ADAM17, EDANS/DABCYL FRET peptide cleavage;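 active = inhibition above the mean of compounds lying between control limits plus 3 SD, set per campaign, cut at about 8.5% in these data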;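 note: 0% = DMSO-only wells as the low control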
# Target sequence (P78536 215-824 limits assumed): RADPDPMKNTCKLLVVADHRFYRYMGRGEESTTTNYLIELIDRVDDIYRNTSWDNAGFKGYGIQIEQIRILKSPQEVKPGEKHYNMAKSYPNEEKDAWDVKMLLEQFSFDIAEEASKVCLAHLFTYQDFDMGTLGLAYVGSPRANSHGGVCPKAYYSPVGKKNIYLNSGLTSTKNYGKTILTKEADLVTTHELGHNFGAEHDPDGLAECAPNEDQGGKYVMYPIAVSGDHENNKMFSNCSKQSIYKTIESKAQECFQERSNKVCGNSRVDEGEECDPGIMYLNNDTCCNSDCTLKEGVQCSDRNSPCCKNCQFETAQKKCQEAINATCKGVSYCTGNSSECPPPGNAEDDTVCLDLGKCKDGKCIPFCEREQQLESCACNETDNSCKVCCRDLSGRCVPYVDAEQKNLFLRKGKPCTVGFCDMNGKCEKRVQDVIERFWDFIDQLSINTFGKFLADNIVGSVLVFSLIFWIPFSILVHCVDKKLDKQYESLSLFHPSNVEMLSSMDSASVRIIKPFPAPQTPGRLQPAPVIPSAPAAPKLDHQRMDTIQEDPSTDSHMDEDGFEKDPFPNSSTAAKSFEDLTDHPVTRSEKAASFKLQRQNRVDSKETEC
# The depositor's hits bear a star; i = inactive; . = no result given.
SMILES,KLK7 zymogen act,ASAP1 GAP inh,UHRF1 binding,DDE Tn7 FP inh,PLCb3 inh,MBD2 inh,PLCg1 inh,ARFGAP1 inhibitor,Tn6 DDE FP,ADAM17 inh
CC(C)(C)NCCC(O)c1cc(C(F)(F)F)nc2c(C(F)(F)F)cccc12 (configuration not stated),-0.7,1,5,-3,7,2,9,2,1,3
CCOC(=O)CSc1nc(C)c(C(C)=O)cc1C(N)=O,0.1,2,1,-3,0,-3,1,-3,-9,-2
O=C(Oc1cccc2ccccc12)C1CC1,0.1,-4,0,-3,-2,-5,-1,-3,5,5
C/C(CC(=O)NCCCN1CCOCC1)=N\NC(=O)COc1cccc2ccccc12,-0.6,2,-8,-5,-4,-8,-5,-6,4,0
O=C(Cc1ccc([N+](=O)[O-])cc1)Nc1nnc(C2CC2)s1,-0.2,-2,10,7,-1,2,-3,2,-6,-5
Cc1ccc(NC(=O)CN(C)C(=O)COc2cccc3cccnc23)cc1,-0.1,0,-2,-6,-6,-2,-9,-7,-8,0
CCN(CC)c1nc(Nc2ccccc2)nc(Oc2ccc(C(=O)OC)cc2)n1,-0.1,-5,-3,-2,4,2,-1,-20,-3,-3
CC(=C\c1ccccc1)/C=C1/SC(=S)N(CCCC(=O)O)C1=O,-0.3,-9,0,-7,-4,-1,1,-1,9,-2
Cc1c(C(=O)N2CCc3ccccc3C2)oc2ccccc12,0.7,-4,1,-3,-10,1,0,0,-7,-3
CC(C)Cn1c(N)c(C(=O)COC(=O)c2ccc(O)cc2)c(=O)n(C)c1=O,-0.3,10,1,7,2,4,-2,-5,3,2
COc1ccccc1CCNC(=O)C(=O)NCC1OCCN1S(=O)(=O)c1cccs1 (configuration not stated),0.4,1,1,7,-12,0,-1,8,4,-1
Cc1ccc(C)c(CSc2nc3[nH]ncc3c(=O)[nH]2)c1,-0.3,-2,1,-3,-5,5,-1,7,-6,-6
CCOc1ccc(NC(=O)CN(C)C(=O)c2ccccc2SCC(=O)N2CCCC2)cc1OCC,0.3,13,-2,-1,-7,-1,-6,4,0,-1
CCC1c2ccc(C)n2CCN1C(=O)Nc1ccccc1C(=O)OC (configuration not stated),-0.1,-4,-4,2,-31,-4,-23,-2,-2,-15
Cc1ccccc1C(=O)N(C)[C@H]1C[C@H]2c3[nH]c4ccccc4c3CCN2C(=O)[C@H]1[C@H](C)O,78*,12,-5,4,-281,4,-208,3,3,-148
Cc1ccc(C)c(NC(=O)CN(C)C(=O)c2cccc(-n3cccc3)c2)c1,-0.3,-2,36*,6,-5,22*,-3,-5,-7,-3
COc1ccc2nc(N3CCC(O)CC3)c(C#N)cc2c1,16*,1,-3,-3,i,-8,i,7,-1,-117
CCCCCCSc1cc(C)nc2ncnn12,0.6,-7,3,-2,0,4,-3,7,2,-4
O=C(Cc1c(F)cccc1Cl)NCCN1CCOCC1,0.6,14,2,-6,4,-6,2,4,-1,0
Cc1ncc([N+](=O)[O-])n1S(=O)(=O)c1ccc2c(c1)OCCO2,0.7,-14,0,6,-6,4,0,-2,-1,-1
COCCn1c(CN2CCN(c3ccc(OC)cc3)CC2)nc2c1c(=O)n(C)c(=O)n2C,0.2,-8,0,0,2,0,-1,3,6,-3
c1ccc(-c2cn3c(n2)CCc2ccc4cccnc4c2-3)cc1,-0.2,-6,-5,7,-214,2,-134,-2,-4,-21
Cc1cccc(-n2ncc3c2CCCC3NC(=O)CCN2CCCCO2)c1C (configuration not stated),-0.2,15,-2,-2,-3,4,2,-12,-1,-4
Cc1nn(-c2nnc(NC3CCCCC3)nn2)c(C)c1Br,-0.1,9,-9,-10,10,-16,4,6,-9,5
CCCN=C1N(C)C[C@@H]2[C@@H]3C(=O)N(C)C(=O)[C@@H]3[C@](Cc3ccccc3)(C(=O)OC)N12,0.1,-3,-1,-1,10,-2,1,12,-9,0
Cc1[nH]c(SCC(=O)Nc2cc(S(C)(=O)=O)ccc2Cl)nc1Cc1ccccc1,0.3,14,1,3,-18,8,4,8,-3,-3
CCCNC(=S)NC1CC2CCCC(C1)N2Cc1ccc(F)cc1 (configuration not stated),0.1,4,3,4,-9,8,7,-8,-2,-9
CCC(C)c1ccc(N(CC(=O)NC(C)(C)C)C(=O)CNC(=O)c2cccs2)cc1 (configuration not stated),0.1,3,-1,-8,0,1,1,-1,1,0
CS(=O)CSc1nc2c(cc1C#N)CCCC2 (configuration not stated),0.6,-5,0,7,-4,2,-2,5,-4,-5
COc1ccc(CNCCNC(=O)c2ccco2)c(OC)c1OC,0.5,0,-1,-1,2,-1,2,-1,5,-4
OC1CCCCC1Sc1nc2ccccc2s1 (configuration not stated),1.2,7,0,0,7,-3,6,2,-3,-2
COc1cc(C2(c3ccc(O)c(OC)c3)C(=O)Nc3c(C)cc(Br)cc32)ccc1O,0.5,10,31*,-3,-9,0,0,20,-5,3
O=C(/C=C/c1ccccc1Cl)N1CCCN(C(=O)/C=C/c2ccccc2Cl)CC1,0.5,6,2,2,-6,4,3,14,-1,5
COC(=O)c1ccc(S(=O)(=O)NCc2ccc(OC)cc2)n1C,-0.5,-1,-1,4,-7,5,0,-2,0,-3
COc1ccc(N2CCN(c3ncnc4sc(C(=O)NCC5CCCO5)c(C)c34)CC2)cc1 (configuration not stated),0.1,2,1,-8,-84,1,7,11,6,2
COc1cc2c(c(O)c1OC)-c1c(cc(OC)c(OC)c1OC)C[C@@H](C)[C@@H](C)C2,-0.5,13,5,0,1,-2,3,24,7,8.8*
CCOc1ccc(Cl)cc1S(=O)(=O)NCc1cccnc1,-0.6,-8,0,1,-1,-1,-1,4,-3,-3
O=C(CNc1cccc(C(F)(F)F)c1)N/N=C/c1cccc(Br)c1,-0.4,15,1,-8,-3,1,-3,2,-11,3
CNC(=S)N1CCn2cccc2C1c1ccc(F)cc1 (configuration not stated),0.1,-4,-3,-2,-15,-2,-2,8,9,-1
COc1ccc(CNC(=O)COc2ccc(C)nc2[N+](=O)[O-])cc1,0.5,17,-2,9,2,2,2,-4,0,-3
C=Cc1ccc(C(=O)Nc2nnc(-c3cccnc3)s2)cc1,-0.5,.,2,1,-5,3,-5,.,6,0
CC(C)[C@H](NS(=O)(=O)c1cccc(Cl)c1)C(=O)OCC(=O)N1CCN(c2ccccc2)CC1,0.1,2,0,-3,1,-1,4,-9,7,-1
COc1ccc(CN(CCN2CCOCC2)C(=O)c2cc(F)ccc2F)cc1OC,-0.2,.,-1,-2,3,-1,2,.,-1,2
CN1C=Nc2c(ncn2C2CCC(CO)O2)C1O (configuration not stated),0.0,4,-3,4,6,-5,1,-1,3,2
COc1cc(OC)cc(C(=O)Nc2nnc(SCC(=O)NCc3ccco3)s2)c1,0.1,7,-1,1,-35,-1,-17,11,5,5
CCNC(=O)NCCNC(=O)c1cc(OCC(F)(F)F)ccc1OCC(F)(F)F,-0.2,-9,1,2,3,-1,-1,-6,1,0
COC(=O)c1ccccc1NC(=S)NC(=O)c1ccc(C)cc1,-1.2,-13,-2,-12,2,0,1,7,4,0
CC(=O)Nc1ccc2ccccc2c1[N+](=O)[O-],0.8,-16,1,4,-4,-7,1,0,1,0
COc1cc(C(=O)O)nc(OC)n1,0.6,-4,-2,-4,-1,0,1,-3,-12,-7
C#CCNc1c(C)c(C)nc2ncnn12,0.1,1,18,-3,-2,9,0,-9,4,-4
O=C(Cn1cc([N+](=O)[O-])cn1)Nc1ccn(Cc2c(F)c(F)c(F)c(F)c2F)n1,0.3,1,0,0,4,-6,3,1,-3,9
CCOC(=O)C1CCN(S(=O)(=O)c2ccc3c(c2)N(C(C)=O)CC(C)S3)CC1 (configuration not stated),-0.5,-5,1,3,-8,0,4,6,2,4
Cc1nnc2c(NCC(C)c3ccccc3)nc3ccccc3n12 (configuration not stated),0.2,1,0,0,-3,2,1,-10,-4,-1
Cc1ccc(C2=CC(=O)C[C@H](c3ccc4c(c3)OCO4)C2)cc1,0.2,-1,-1,3,-6,0,-6,0,1,5
O=C(CCCN1C(=O)/C(=C\c2ccccc2)SC1=S)Nc1ccc(C(=O)O)cc1,0.3,-5,-3,-4,-2,5,2,-6,4,-1
CC(C)c1ccc(NC(=O)Nc2nnc([C@@H]3C[C@H](O)[C@@H](CO)O3)s2)cc1,-0.3,11,1,-1,0,2,0,-5,0,-3
O=C(CSc1cccc[n+]1[O-])Nc1ccc(Cl)cc1F,0.3,-19,1,4,3,0,1,-4,0,-3
Cc1cccc(C)c1-n1nnnc1C1c2ccccc2C(=O)N1CCCN1CCOCC1 (configuration not stated),0.6,-7,0,3,4,-2,0,-11,3,-5
COc1ccc(N2CCN(C3CCCN(C(=O)c4ccoc4)C3)CC2)cc1 (configuration not stated),-0.6,7,3,-4,-9,2,-3,-3,-8,-2
CC1CCN(C(=O)CC(NC(N)=O)c2ccccc2Cl)CC1 (configuration not stated),-0.6,1,-1,-3,-3,-2,-3,0,5,0

# Profiles, quoted from the list. Order of screens: KLK7 zymogen act | ASAP1 GAP inh | UHRF1 binding | DDE Tn7 FP inh | PLCb3 inh | MBD2 inh | PLCg1 inh | ARFGAP1 inhibitor | Tn6 DDE FP | ADAM17 inh
# Profile of CC(C)c1ccc(NC(=O)Nc2nnc([C@@H]3C[C@H](O)[C@@H](CO)O3)s2)cc1 : -0.3 | 11 | 1 | -1 | 0 | 2 | 0 | -5 | 0 | -3
# Profile of COc1cc(OC)cc(C(=O)Nc2nnc(SCC(=O)NCc3ccco3)s2)c1 : 0.1 | 7 | -1 | 1 | -35 | -1 | -17 | 11 | 5 | 5

# (cont.)
SMILES,KLK7 zymogen act,ASAP1 GAP inh,UHRF1 binding,DDE Tn7 FP inh,PLCb3 inh,MBD2 inh,PLCg1 inh,ARFGAP1 inhibitor,Tn6 DDE FP,ADAM17 inh
COC(=O)C1=C(C)N(c2ccccc2)/C(=C/c2ccco2)C1=O,0.6,0,-1,4,-15,-3,-8,9,4,-1
O=S1(=O)c2ccc(Br)cc2OC[C@@H](Cc2ccccc2)N1Cc1cn(Cc2ccc(C(F)(F)F)cc2)nn1,-0.3,.,-5,-2,1,1,0,.,9,-3
O=C(NC(=S)NCc1ccco1)c1ccccc1[N+](=O)[O-],0.3,-4,0,4,-2,-1,-1,-3,8,2
CCOc1ccc(NS(=O)(=O)c2cc(OCC(N)=O)c(C)cc2Cl)cc1,0.0,-5,-1,-4,2,-2,0,-4,9,3
Cc1ccc(-n2c(SCC(=O)N3CCCCC3)nc(O)cc2=O)cc1,-0.4,6,2,0,-9,-4,0,5,-10,-14

# Some values from the list:
# Under ADAM17 inh, O=S1(=O)c2ccc(Br)cc2OC[C@@H](Cc2ccccc2)N1Cc1cn(Cc2ccc(C(F)(F)F)cc2)nn1 has the entry -3
# Under ADAM17 inh, CCOc1ccc(NS(=O)(=O)c2cc(OCC(N)=O)c(C)cc2Cl)cc1 has the entry 3
